TROY signal inh – TROY signaling inhibition; inhibition, % at 10 µM; 0.98% of 360,000 active; Q293 LMP1-TROYcd NF-kB luciferase reporter, 4 h;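 active = compounds whose plate-normalised and pattern-corrected inhibition of the luciferase reporter signal at the single screening dose is 50% or more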
TWEAK-Fn14 inh – blocks TWEAK-Fn14 interaction in a reporter cell assay | TWEAK-stimulated Fn14 reporter cells, luciferase luminescence, 8 h | inhibition, % at 10 µM | 2% of 360,000 active | AID 1159606; in the data active = inhibition above about 50%
NR5A2 inv ag – inverse agonists of human LRH-1 (NR5A2); O00482; inhibition, % at 3.6 µM; HEK293T StAR-luciferase reporter, LRH-1 transfected, 24 h; 0.13% of 360,000 active;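 active = inhibition above the mean inhibition of all tested compounds plus 3 SD, cut at about 73% in these data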;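 note: 0% = DMSO wells and 100% = reporter-only cells lacking LRH-1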
Target sequence (O00482 whole entry, looked up): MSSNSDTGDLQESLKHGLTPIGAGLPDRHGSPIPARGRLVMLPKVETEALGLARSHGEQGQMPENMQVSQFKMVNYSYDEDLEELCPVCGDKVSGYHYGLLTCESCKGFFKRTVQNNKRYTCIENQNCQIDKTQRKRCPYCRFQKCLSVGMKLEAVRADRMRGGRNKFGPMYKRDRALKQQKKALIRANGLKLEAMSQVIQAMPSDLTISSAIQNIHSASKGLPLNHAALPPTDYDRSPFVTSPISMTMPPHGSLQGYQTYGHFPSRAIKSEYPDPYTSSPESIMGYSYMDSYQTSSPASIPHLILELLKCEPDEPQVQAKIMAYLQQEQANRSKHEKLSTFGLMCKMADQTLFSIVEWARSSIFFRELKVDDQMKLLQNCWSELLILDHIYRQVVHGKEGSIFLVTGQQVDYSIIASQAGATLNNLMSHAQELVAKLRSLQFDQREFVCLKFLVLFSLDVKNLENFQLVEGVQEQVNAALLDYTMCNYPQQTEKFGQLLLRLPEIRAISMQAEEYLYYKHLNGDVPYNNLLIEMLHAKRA
NCOA2 inhibitor – inhibits human steroid receptor coactivator 2. Q15596. HEK293 GAL4-SRC2 luciferase reporter, luminescence. inhibition, % at 9 µM. 0.17% of 370,000 active. AID 651957;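 active = inhibition above the mean inhibition of all tested compounds plus 3 SD, set per campaign, cut at about 52% in these data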;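 note: 0% = DMSO treated cells and 100% = cells given Gossypol at 36 µM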
TLR9-MyD88 inh – inhibitors of human TLR9-MyD88 binding | Q9NR96+Q99836 | CHO BLA complementation TLR9-MyD88, CCF4 FRET ratio | inhibition, % at 4.98 µM | 0.21% of 340,000 active;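 active = inhibition above the mean over all tested compounds plus 3 SD, cut at about 21% in these data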;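 note: 0% = DMSO only wells and 100% = clavulanate BLA inhibitor control wells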
Exocytosis inh – lytic granule exocytosis inhibition | TALL-104 LAMP-1 surface exposure, flow cytometry; cells stimulated with thapsigargin and PMA | inhibition, % at 10 µM | 0.66% of 360,000 active;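 active = inhibition above about 55%, limit read from the data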
COUP-TFII inh – NR2F2 (human) inhibition, primary screen; P24468; HEK293T NGFI-A luciferase reporter, luminescence; inhibition, % at 8.6 µM; 0.7% of 370,000 active; AID 686940;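 active = inhibition above a per-plate cutoff, mean inhibition of test wells between control levels plus 3 SD, cut at about 38% in these data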;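 note: cells cotransfected with COUP-TFII expression vector driving the NGFI-A reporter; 0% = median of COUP-TF2 test wells and 100% = reporter-only cells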
Target sequence (P24468 whole entry, looked up): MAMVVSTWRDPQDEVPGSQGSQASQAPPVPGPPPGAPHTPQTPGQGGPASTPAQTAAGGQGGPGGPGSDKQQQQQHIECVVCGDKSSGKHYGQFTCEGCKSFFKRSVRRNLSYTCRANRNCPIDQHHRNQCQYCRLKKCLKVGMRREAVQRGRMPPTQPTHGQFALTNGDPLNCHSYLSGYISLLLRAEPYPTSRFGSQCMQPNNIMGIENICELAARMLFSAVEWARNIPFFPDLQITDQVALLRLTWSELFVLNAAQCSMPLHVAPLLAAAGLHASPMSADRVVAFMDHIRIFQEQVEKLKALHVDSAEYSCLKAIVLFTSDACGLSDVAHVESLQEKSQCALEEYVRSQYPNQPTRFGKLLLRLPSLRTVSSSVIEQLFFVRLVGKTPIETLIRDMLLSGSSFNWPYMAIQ
NOD2-RIPK2 inh – inhibitors of human NOD2-RIPK2 interaction; CHO BLA complementation NOD2-RIPK2, CCF4 ratio; inhibition, % at 4.98 µM; 0.38% of 360,000 active; in the data active = inhibition above about 21%;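 note: 0% = vehicle only and 100% = reference blocker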
SRC3 inh – inhibitors of human steroid receptor coactivator 3 (SRC3); HEK293 GAL4-SRC3 luciferase reporter, luminescence; inhibition, % at 3.6 µM; Q9Y6Q9; 0.17% of 360,000 active;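 active = inhibition above a per-campaign cutoff, the mean of all compounds plus 3 SD, cut at about 60% in these data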;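 note: 0% = DMSO-treated cells and 100% = gossypol-treated cells at 36 µM; higher means less SRC3-driven luciferase light from the GAL4 reporter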
NCOA1 inh – inhibitors of human steroid receptor coactivator 1 (SRC1). HEK293 GAL4-SRC1 luciferase reporter, luminescence. inhibition, % at 3.6 µM. 0.12% of 360,000 active. AID 588354;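 active = inhibition above the campaign mean plus 3 SD, with each screening campaign given its own cutoff, cut at about 60% in these data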;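 note: 0% = DMSO treated cells and 100% = gossypol at 36 µM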
ABHD5 PLIN5 PPI – ABHD5-PLIN5 protein interaction inhibition | 0.78% of 360,000 active | Q00G26+Q8WTS1 | inhibition, % at 4 µM | Split G. princeps luciferase complementation, luminescence, 4 h;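 active = inhibition above the mean inhibition across every tested compound plus 3 SD, cut at about 22% in these data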;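 note: 0% = DMSO only wells and the 100% control is not disclosed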
Starred values were filed as active, the others as inactive; · = not tested or not shown. A portion of the library (hit frequency here may not be typical).

SMILES | TROY signal inh | TWEAK-Fn14 inh | NR5A2 inv ag | NCOA2 inhibitor | TLR9-MyD88 inh | Exocytosis inh | COUP-TFII inh | NOD2-RIPK2 inh | SRC3 inh | NCOA1 inh | ABHD5 PLIN5 PPI
COc1ccccc1N1CCN(C2CC(=O)N(c3cccc(Br)c3)C2=O)CC1 (stereo unspecified) | 12.6 | -7.7 | -34.0 | 0.7 | -0.5 | -3.0 | 6.4 | -1.1 | -39.4 | -8.2 | -0.8
COc1ccccc1N(C)S(=O)(=O)c1ccc(C(=O)Nc2nc(C)c(C(C)=O)s2)cc1 | 12.5 | 28.8 | -15.7 | -5.9 | -2.7 | -0.4 | -8.4 | 5.5 | 14.4 | -2.5 | 6.8
CCCc1ccc(C(=O)N2CCN(c3ccccc3OCC)CC2)cc1 | 12.2 | 9.2 | -20.2 | 0.2 | 3.1 | 0.0 | 10.0 | 2.0 | 5.2 | -27.3 | -4.2
CN1CCN(CCN2CCn3c2nc2ccccc23)CC1 | -7.8 | 3.0 | 7.4 | -69.8 | -5.1 | -0.8 | 5.9 | 1.9 | 3.8 | -11.4 | -3.5
O=S(=O)(Nc1cc(Cl)ccn1)c1ccc(Cl)cc1 | 3.8 | 6.7 | 2.2 | 0.6 | -0.5 | -2.1 | -10.5 | -3.6 | -1.2 | 3.4 | -0.6
CS(=O)(=O)Nc1cccc(C2=NN(C(=O)CCC(=O)O)C(c3cccs3)C2)c1 (stereo unspecified) | -13.3 | 6.6 | -4.7 | -12.3 | -8.1 | 13.6 | -10.5 | -5.0 | -4.9 | 15.0 | 0.7
CCOC(=O)/C(C#N)=C/Nc1ccccc1NS(=O)(=O)c1ccc(C)c(C)c1 | -4.5 | -3.3 | 5.3 | -8.1 | 0.4 | -3.9 | -22.2 | -14.9 | -2.1 | -16.0 | 0.9
CCOC(=O)CNC(=O)CSc1nc(Cc2cccs2)nc2ccccc12 | 4.9 | 28.6 | 0.9 | 6.8 | -4.7 | 0.6 | -11.0 | -12.7 | -1.1 | -0.1 | -38.9
O=C(CCc1ccccc1)N1CCCN(C(=O)CCc2ccccc2)CC1 | 0.8 | 19.8 | -4.6 | -33.7 | -10.5 | -0.2 | -7.0 | -7.1 | 4.5 | -2.2 | 4.7
Cc1cc(C)cc(NC(=O)CCC(=O)Nc2nnc(C(F)(F)F)s2)c1 | 14.4 | 7.8 | -5.2 | -3.8 | -5.8 | -0.8 | 21.1 | -5.3 | 8.4 | 9.8 | -7.8
CC1Cc2ccccc2N1C(=O)CSc1nccc(=O)[nH]1 (stereo unspecified) | 2.7 | 9.9 | -1.2 | -5.5 | -5.8 | 0.7 | 7.1 | -0.5 | -13.4 | 1.9 | 3.8
O=C(NC1CC2CCCC(C1)N2C(=S)Nc1ccccc1Cl)C1CC1 (stereo unspecified) | 3.8 | 12.9 | -0.8 | -26.7 | -4.5 | 9.7 | -0.1 | 3.7 | -0.8 | 2.5 | -6.2
Cc1ccc(S(=O)(=O)C2C(=O)N(C)C3(C)CC2c2ccccc2O3)cc1C (stereo unspecified) | 13.1 | -13.3 | 12.4 | -29.4 | -12.8 | 0.2 | 14.2 | -1.0 | 11.5 | -31.1 | -1.5
O=c1c2cc([N+](=O)[O-])cc([N+](=O)[O-])c2[nH]n1-c1ccccc1 | 3.7 | 2.6 | 3.3 | 19.5 | -1.5 | 1.0 | -20.2 | -8.0 | -23.8 | -1.8 | 5.3
COc1ccccc1C(=O)NC(=O)COC(=O)c1nccnc1N | 2.8 | 6.0 | -6.6 | -5.8 | -12.4 | 8.2 | 6.5 | -7.0 | -11.1 | 17.4 | 4.4
COC(=O)N1C(=O)[C@@](Cc2ccccc2)(c2ccccc2)N1C(=O)OC | -4.2 | 35.2 | -1.6 | 0.1 | 0.6 | 2.3 | -11.6 | -12.9 | -18.0 | -5.4 | -1.1
Cc1cccc(N/C(N)=N/c2nc(C)c(Cc3ccccc3)c(=O)[nH]2)c1 | 1.9 | -15.6 | 8.9 | 19.2 | -2.3 | -0.5 | 8.4 | -4.5 | -2.1 | -19.3 | 0.2
Cc1ccc(-n2cnc3cc(NCc4cccs4)ccc32)cc1 | -16.4 | 42.4 | -99.8 | -53.7 | 4.5 | -5.3 | -24.7 | -2.8 | -78.3 | -48.3 | 0.5
COc1cc(/C=N/N(C)C)ccc1OC(=O)c1ccco1 | 1.7 | -4.1 | 5.8 | -17.5 | 5.8 | -0.4 | -2.9 | 1.8 | 12.5 | -0.3 | -9.1
Cc1ccc(C(=O)NCC(=O)NCC(=O)OCC(=O)c2ccc(Br)cc2)cc1 | 16.9 | 21.1 | -2.8 | 7.3 | 6.7 | -3.9 | -3.1 | -5.8 | 5.2 | -6.5 | 1.1
CCN(C[C@H]1N[C@@](C)(C(=O)OC)[C@H]2C(=O)N(Cc3ccccc3)C(=O)[C@@H]12)C(=O)c1ccc(C)cc1 | 5.8 | 12.2 | 14.1 | -13.6 | 9.4 | -0.4 | -1.8 | -1.9 | -19.6 | 7.4 | -6.1
CC(=O)Oc1ccc(C(=O)Cc2ccc3ccccc3n2)c(O)c1C | -38.7 | -13.9 | -3.8 | -23.0 | 13.0 | -1.0 | -10.4 | -2.4 | -13.7 | -33.2 | -4.6
COC(=O)CN1C(=O)COc2ccc(S(=O)(=O)N3CCCCC3)cc21 | -0.4 | 3.7 | -1.0 | 3.2 | 0.8 | -10.8 | -14.3 | -3.8 | -12.1 | -7.1 | -2.7
CCn1c(=O)cc(OCC(=O)Nc2ccc(OC)c(OC)c2)c2ccccc21 | -7.2 | -1.3 | 9.2 | 8.1 | -0.2 | 0.1 | 7.3 | -11.4 | 15.4 | -0.8 | 2.0
CCOC(=O)c1cnc(SCC(=O)Nc2sc(C)c(C)c2C#N)nc1N | 8.0 | -26.1 | 21.4 | -4.4 | -4.5 | 0.7 | -7.6 | -9.7 | -12.5 | -11.5 | 0.9

Reformatted: results already given.
SMILES,TROY signal inh,TWEAK-Fn14 inh,NR5A2 inv ag,NCOA2 inhibitor,TLR9-MyD88 inh,Exocytosis inh,COUP-TFII inh,NOD2-RIPK2 inh,SRC3 inh,NCOA1 inh,ABHD5 PLIN5 PPI
CCN(C[C@H]1N[C@@](C)(C(=O)OC)[C@H]2C(=O)N(Cc3ccccc3)C(=O)[C@@H]12)C(=O)c1ccc(C)cc1,5.8,12.2,14.1,-13.6,9.4,-0.4,-1.8,-1.9,-19.6,7.4,-6.1
CC(=O)Oc1ccc(C(=O)Cc2ccc3ccccc3n2)c(O)c1C,-38.7,-13.9,-3.8,-23.0,13.0,-1.0,-10.4,-2.4,-13.7,-33.2,-4.6

Next structures.
SMILES | TROY signal inh | TWEAK-Fn14 inh | NR5A2 inv ag | NCOA2 inhibitor | TLR9-MyD88 inh | Exocytosis inh | COUP-TFII inh | NOD2-RIPK2 inh | SRC3 inh | NCOA1 inh | ABHD5 PLIN5 PPI
Cc1ccc(-c2nc3c4ccccc4ccn3c2Cc2ccccc2C(F)(F)F)cc1 | -37.8 | 6.3 | 6.9 | -20.9 | · | -5.5 | -9.6 | -4.5 | · | · | -23.5
CN1/C(=C\C(=O)c2ccccc2Cl)c2ccccc2CC1(C)C | 12.6 | -2.1 | -9.8 | -12.7 | 1.6 | 9.3 | 7.2 | -6.8 | 9.0 | -22.3 | 0.9
O=c1c2cn[nH]c2[nH]c(=S)n1-c1cccc2ccccc12 | 10.2 | -3.1 | -6.7 | -15.0 | 17.3 | -2.0 | 4.6 | 8.1 | 15.8 | 8.8 | -7.4
COC(=O)c1ccc(CSc2ncnc3c2nnn3-c2ccc(F)cc2)o1 | 55.3* | -22.4 | 4.4 | -25.4 | 0.1 | -0.8 | -0.2 | 15.8 | -0.6 | -8.6 | -3.8
CC(Nc1ccc(Br)cc1)C(=O)N/N=C/c1ccccc1OCc1ccccc1 (stereo unspecified) | -2.4 | 22.1 | 19.4 | -6.0 | -4.2 | 0.8 | -6.3 | -15.9 | -7.2 | 18.3 | 12.4
CCOC(=O)C1=C(C)NC(=O)NC1c1cccc(OC)c1OCc1ccccc1Cl (stereo unspecified) | -33.8 | 1.5 | 1.5 | -1.5 | 3.4 | 2.9 | 15.2 | -9.8 | -5.4 | 10.9 | 3.0
O=C(NC1CCN(c2ncccn2)CC1)c1ccccc1F | 7.8 | 16.8 | -3.7 | -1.6 | -0.9 | 14.4 | 13.6 | -8.0 | 7.2 | 8.2 | -2.2
COc1ccc2c(c1OC)C(=O)OC2Nc1ccc(S(=O)(=O)N=C(N)N)cc1 (stereo unspecified) | 5.7 | 18.0 | -1.9 | 9.8 | -1.0 | -3.8 | 25.9 | -9.6 | 13.2 | -3.6 | -14.5
O=C(Nc1ccc(Cl)cn1)Nc1ccccc1F | -68.1 | -20.9 | -9.5 | -40.8 | -0.5 | 0.6 | -11.7 | -6.2 | -68.9 | -51.3 | -2.6
COC(=O)C1=C2SC(C)C(=O)N2C(N)=C(C#N)C1c1cc(OC)c(OC)c(OC)c1 (stereo unspecified) | -5.2 | 6.2 | -4.3 | -9.5 | -4.7 | -5.7 | -13.9 | 0.1 | -34.0 | -12.8 | 1.8
CSCCC1NC(=O)N(CC(=O)N2N=C(c3ccc(Cl)cc3)CC2c2ccco2)C1=O (stereo unspecified) | 14.8 | 41.0 | -0.6 | 4.0 | -0.7 | 2.9 | 8.7 | 0.3 | 9.1 | -16.2 | 10.5
O=C(O)c1ccc(NC(=O)c2cn(-c3ccccc3)nc2-c2cccc(Cl)c2)cc1 | -36.3 | -16.2 | -5.8 | -18.2 | 2.6 | 5.5 | -8.2 | 2.3 | -29.6 | -12.0 | -0.4
COCCN1CCN(C(=O)c2cc(COc3cc(C)ccc3C)on2)CC1 | -32.6 | -28.1 | -81.2 | · | 5.8 | -0.8 | · | -23.8 | -76.1 | -35.5 | 2.9
Cc1nnc(SCC(=O)N2CCCc3ccccc32)[nH]c1=O | 4.5 | 7.4 | 6.0 | -20.1 | -7.1 | -1.3 | 18.1 | -9.2 | -3.7 | -11.3 | -1.3
Cc1cccc(CCN(C(=O)c2snc(C(N)=O)c2N)C(C(=O)NCC2CCCO2)c2ccc(F)cc2)c1 (stereo unspecified) | -22.0 | 12.5 | 0.9 | 3.8 | 1.3 | 25.5 | -11.3 | 0.1 | 2.9 | -32.0 | 3.0
CCCCCCOC(=O)Cc1c(C)nc(N)[nH]c1=O | -7.6 | 56.3* | 12.9 | -2.6 | 3.1 | -1.1 | -8.1 | -4.3 | 9.8 | -9.7 | -12.2
Cc1ccc(S(=O)(=O)c2nnn3c2nc(N2CCC(C(N)=O)CC2)c2ccccc23)cc1C | 2.6 | -20.3 | -14.2 | -21.8 | 0.4 | -0.8 | 17.4 | -3.6 | -1.9 | -8.5 | -6.9
CC(C)CN(CC(C)C)S(=O)(=O)N1CCC(C(=O)NCCc2ccc(Cl)cc2)CC1 | 35.1 | 13.8 | 7.0 | -3.9 | 1.0 | -3.7 | -9.4 | 5.2 | 16.8 | -7.0 | 1.9

Single entries from the entries so far.
COc1ccc2c(c1OC)C(=O)OC2Nc1ccc(S(=O)(=O)N=C(N)N)cc1 (stereo unspecified) in NCOA2 inhibitor = 9.8
CCOC(=O)C1=C(C)NC(=O)NC1c1cccc(OC)c1OCc1ccccc1Cl (stereo unspecified) in NCOA2 inhibitor = -1.5
CC(Nc1ccc(Br)cc1)C(=O)N/N=C/c1ccccc1OCc1ccccc1 (stereo unspecified) in NR5A2 inv ag = 19.4
Cc1ccc(S(=O)(=O)c2nnn3c2nc(N2CCC(C(N)=O)CC2)c2ccccc23)cc1C in NCOA1 inh = -8.5
